Screening results from PubChem.
HRas wt GTP – changes GTP binding to wildtype human HRas. GTP binding activity, % at 10 µM. 0.14% of 190,000 active. GST-Ras wt beads, Bodipy-FL-GTP binding, flow cytometry; actives lie on both sides. AID 759;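 active means GTP binding activity at least 20% away from the 100% baseline, either lowered as inhibitor or raised as activator; inconclusive means flagged as likely green fluorescent, judged across all proteins in the well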;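 further: 0% = unlabeled GTP competition control and 100% = no-compound control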
Target sequence (P01112 whole entry, looked up): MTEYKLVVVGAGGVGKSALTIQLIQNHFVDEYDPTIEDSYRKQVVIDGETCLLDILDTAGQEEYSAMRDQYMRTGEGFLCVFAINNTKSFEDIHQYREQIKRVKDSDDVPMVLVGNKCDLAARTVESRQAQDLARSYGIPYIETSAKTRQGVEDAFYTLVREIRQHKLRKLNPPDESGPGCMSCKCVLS
Rac1 mut GTP – human Rac1 activated mutant GTP binding change; P63000; GST-Rac1 activated beads, fluorescent GTP binding, flow cytometry; actives lie on both sides; 100% means binding = to untreated wells; percent activity (GTP binding), % at 10 µM; 0.11% of 190,000 active; AID 764;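 active means GTP binding at least 20 percentage points away from the 100% baseline, in either direction, so actives lie on both sides; inconclusive means Compound likely fluorescent itself, or too few beads counted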
ABCB1 inh – blocks JC-1 efflux by human ABCB1 transporter. P08183. CCRF-Adr cells, flow cytometry. inhibition, % at 6.6 µM. 0.067% of 190,000 active. AID 1326; in the data active means inhibition above about 40%;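 further: 0% = vehicle and 100% = reference inhibitor; higher value means more JC-1 retained so stronger ABCB1 efflux block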
ABCG2 inh – human ABCG2 inhibition, ABCB1 as counter-screen; inhibition, % at 6.6 µM; IgMXP3 cells, JC-1 efflux, flow cytometry; 0.1% of 190,000 active;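 active means inhibition above 80%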;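 further: 0% = DMSO and 100% = nicardipine control wells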
Target sequence (Q9UNQ0 whole entry, looked up): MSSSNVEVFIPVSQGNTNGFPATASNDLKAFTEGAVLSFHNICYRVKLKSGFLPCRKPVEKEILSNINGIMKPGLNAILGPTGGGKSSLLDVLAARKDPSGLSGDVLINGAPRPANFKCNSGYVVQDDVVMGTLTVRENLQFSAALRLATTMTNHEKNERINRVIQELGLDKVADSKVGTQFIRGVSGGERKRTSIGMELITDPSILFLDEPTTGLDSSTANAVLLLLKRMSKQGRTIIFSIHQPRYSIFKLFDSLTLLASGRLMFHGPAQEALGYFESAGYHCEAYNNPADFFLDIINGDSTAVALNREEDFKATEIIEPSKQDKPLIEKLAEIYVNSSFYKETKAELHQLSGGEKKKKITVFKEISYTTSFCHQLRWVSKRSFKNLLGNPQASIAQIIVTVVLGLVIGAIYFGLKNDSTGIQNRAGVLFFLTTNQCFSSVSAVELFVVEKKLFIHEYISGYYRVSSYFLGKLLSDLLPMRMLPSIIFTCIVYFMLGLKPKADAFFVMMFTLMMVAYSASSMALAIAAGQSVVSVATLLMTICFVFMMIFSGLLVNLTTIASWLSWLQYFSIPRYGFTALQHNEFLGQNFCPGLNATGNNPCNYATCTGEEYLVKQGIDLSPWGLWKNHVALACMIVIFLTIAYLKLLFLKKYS
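material = IgMXP3 (ABCG2) plus far-red-tagged CCRF-Adr (ABCB1) cells | amount = 3 million cells/mL, equal mix of both lines | also added = JC-1 transporter substrate | dosing = one concentration, 6.6 µM final | schedule = 10 min at 25 °C | measured by = flow cytometric JC-1 green MFI at 530 nm | read-out basis = percent efflux inhibition, scaled nicardipine 100% to DMSO 0%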
Rac1 wt GTP bind – human Rac1 wildtype GTP binding, inhibitors and activators; 0.27% of 190,000 active; GTP binding activity (% of control), % at 10 µM; AID 757; P63000; GST-Rac1 beads, fluorescent GTP binding, flow cytometry; actives lie on both sides; 0 = cold GTP competed, 100 = untreated;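 active means GTP binding activity at least 20 points away from the 100% control level, either lower or higher; inconclusive means compound flagged as likely green fluorescent, judged across all proteins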
Rab7 wt modul – alters GTP binding to wildtype dog Rab7; GST-Rab7 beads, fluorescent GTP binding, flow cytometry; actives lie on both sides; untreated = 100%, excess cold GTP = 0%; GTP binding activity (percent of control), % at 10 µM; 0.055% of 190,000 active; AID 758;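 active means fluorescent GTP binding to Rab7 beads changed by at least 20 points from the 100% baseline, either direction, mostly lower; inconclusive means compound itself probably fluorescent, or too few beads counted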;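 further: median green fluorescence of bound Bodipy-FL-GTP per Rab7 bead population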
Pf gametocyte – inhibitors of late stage P. falciparum gametocyte viability; P. falciparum stage V gametocytes, ATP luminescence, 24 h; inhibition, % at 10.9 µM; 0.065% of 150,000 active; AID 743093;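 active means inhibition above the mean plus 3 SD of compounds within the control limits, set per campaign, cut at about 38% in these data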;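 further: 0% = DMSO wells and 100% = medium only without gametocytes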
Rab2A wt mod – changes GTP binding to wildtype dog Rab2A, up or down | GTP binding activity, % at 10 µM | 0.19% of 190,000 active | P61105 | GST-Rab2 wt beads, Bodipy-GTP binding, flow cytometry | AID 760;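 active means GTP binding activity at least 20 points away from 100%, either lowered or raised; inconclusive means signal likely due to the compound's own green fluorescence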;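 further: 0% = beads with excess unlabeled GTP and 100% = no-compound control corrected for plate trend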
Avidin fluor – compound fluoresces at 488/530 nm on avidin beads; fluorescence (KMESF) at 10 µM; 0.38% of 220,000 active; AID 1775; compound fluorescence 488/530 nm, flow cytometry; hits give high values; in the data active means fluorescence above about 47; further: inactives centre near 10
Cdc42 wt – human Cdc42 wildtype GTP binding change, either direction; P60953; GST-Cdc42 beads, Bodipy-GTP binding, flow cytometry; actives lie on both sides; percent activity (GTP binding), % at 10 µM; 0.2% of 190,000 active;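 active means percent activity GTP binding at least 20 points away from the 100% baseline, either down as inhibitor or up as activator; inconclusive means compound flagged as likely green fluorescent from well-wide comparison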;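 further: median bead fluorescence of bound Bodipy-FL-GTP at 100 nM; 0% = excess unlabeled GTP control and 100% = no compound control; below 100% means less GTP binding so inhibitor and above means activator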
Target sequence (P60953 whole entry, looked up): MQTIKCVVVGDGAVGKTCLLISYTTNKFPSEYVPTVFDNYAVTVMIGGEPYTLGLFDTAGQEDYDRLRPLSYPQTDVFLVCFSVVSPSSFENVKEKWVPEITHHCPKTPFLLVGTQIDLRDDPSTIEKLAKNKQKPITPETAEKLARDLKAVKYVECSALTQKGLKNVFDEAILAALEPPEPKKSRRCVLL
GSH fluor – GSH bead compound fluorescence profile; GSH beads flow cytometry, compound fluorescence 488/530 nm; hits give high values; fluorescence (KMESF) at 10 µM; 0.25% of 190,000 active; in the data active means fluorescence above about 89;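 further: glutathione beads carrying GST-tagged Bcl family fusion proteins plus one bare bead set; values are compound well signal with DMSO vehicle wells as background; inactives centre near 16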
An asterisk follows results filed as active; ? = inconclusive; · = no result given.

compound,Rac1 mut GTP,ABCB1 inh,Cdc42 wt,Rac1 wt GTP bind,Rab7 wt modul,Pf gametocyte,GSH fluor,ABCG2 inh,Avidin fluor,Rab2A wt mod,HRas wt GTP
O=C(COC(=O)c1ccc2c(c1)OCO2)NCc1ccc(Cl)cc1,94,0.6,95,93,98,·,5,0,16,95,96
CCc1nc(SCc2ccc(F)cc2)[nH]c(=O)c1C#N,92,0.9,95,95,94,·,18,5,24,91,95
Cc1cc(NC(=O)CCC(=O)N(Cc2ccco2)C2(C(=O)NC3CCCCC3)CCN(C)CC2)no1,99,0.2,100,99,97,·,24,1,7,97,99
O=C(NNC(=O)C12CC3CC(CC(C3)C1)C2)[C@@H]1C[C@H]1c1ccccc1,97,0.8,102,105,108,13,13,3,9,103,100
COc1cc([C@H]2c3[nH]c4ccccc4c3C[C@H]3C(=O)N4[C@@H](c5cc(OC)c(OC)c(OC)c5)c5[nH]c6ccccc6c5C[C@H]4C(=O)N23)cc(OC)c1OC,98,-1.1,104,104,101,·,16,-4,12,101,100
COc1cccc(CC2(CO)CCN(CC3=CC[C@H]4C[C@@H]3C4(C)C)CC2)c1,95,-0.4,96,101,97,21,12,-4,13,97,96
CC(=O)n1nc(-c2ccco2)nc1N,101,-0.1,103,110,105,·,10,0,24,101,103
COC(=O)c1ccc2nc(C)c(C)nc2c1,100,0.2,103,103,104,0,18,1,16,104,103
CCn1c2ccccc2c2nnc(SCC(=O)N3CC(C)OC(C)C3)nc21 (stereo not drawn),102,3.5,102,104,98,·,35,29,22,101,100
O=C(O/N=C1/CCSc2ccccc21)c1ccccc1,103,0.3,100,104,98,·,8,4,9,99,99
Cc1ccc(CN2CCN(Cc3cccn3-c3ccc(Cl)cn3)CC2CCO)o1 (stereo not drawn),96,0.6,95,97,96,14,20,1,6,99,98
Cc1c(Cl)cccc1N(CC(=O)NC1CCCCC1)S(C)(=O)=O,101,0.9,107,109,100,·,18,6,25,101,103
O=C(NCCO)/C(=C/c1cccc([N+](=O)[O-])c1)NC(=O)c1ccco1,97,0.2,99,102,101,-5,16,1,11,96,99
CCOc1ccc(-c2ccc(SCC(=O)Nc3nnc(CC)s3)nn2)cc1,94,0.1,92,97,101,-25,20,4,6,96,97
CCCCC(=O)NN(C)c1nc(-c2ccccc2)nnc1C(F)(F)F,100,0.7,101,106,104,·,46,4,9,100,102
COC(=O)C1=[N+]([O-])OC(C(=O)OC)C1c1c[nH]c2ccccc12 (stereo not drawn),99,0.1,100,103,103,-3,37,1,11,100,102
O=C(CNS(=O)(=O)c1cccs1)N1CCN(c2ccccn2)CC1,103,0.0,109,107,105,-3,22,1,40,107,105
O=C(CSC1CC(=O)N(c2ccc(C(=O)O)cc2)C1=O)Nc1ccc(Cl)cc1 (stereo not drawn),97,0.3,96,99,95,·,31,0,117*,96,96
CCC(=O)Nc1nc2c(c(=O)[nH]1)CCCC2,96,0.3,95,97,101,-5,19,2,9,98,97
CC(C(=O)N1CCOCCOCCOCCOCCOCC1)N1C(=O)c2ccccc2C1=O (stereo not drawn),96,0.1,96,102,101,3,18,0,10,97,102
CC1CCN(S(=O)(=O)c2ccc3nc(-c4ccccn4)cc(C(=O)NCCN(C)Cc4ccccc4)c3c2)CC1,99,3.8,103,100,98,-17,15,10,23,101,98
COc1cccc(CNC(=O)CCC2CCCN(Cc3cc4ccccc4o3)C2)c1 (stereo not drawn),96,2.3,97,103,104,7,14,3,11,97,101
Cc1ccc(NC(=S)N(CCCN2CCCC2)Cc2cccn2Cc2ccc(Cl)cc2)cc1,98,0.9,98,104,101,16,17,1,7,98,99
Fc1ccc(C2CC(c3ccccc3)Nc3ncnn32)cc1 (stereo not drawn),98,0.1,99,104,102,·,23,1,9,96,96
CCOC(=O)c1c(NC(=O)CN2C(=O)NC3(CCC(C)CC3)C2=O)sc(C)c1-c1ccc(C)cc1 (stereo not drawn),100,2.4,100,105,101,4,12,19,10,100,100
COc1ccc(CCNC(=O)Cn2c(=O)cnc3ccccc32)cc1,100,-0.2,101,108,101,·,35,4,21,101,101
CCOC(=O)c1c(CSc2nc(C)cc(C)c2C#N)n(C)c2cc(Br)c(OC(C)=O)cc12,101,-0.2,100,103,99,5,9,-1,15,104,102
COC(=O)c1cn(Cc2cccnc2)c(=O)c2ccccc12,95,0.2,97,97,99,23,16,2,8,99,95
CC(=O)OCC#CCSc1nc2ccccc2n1C,?,0.3,?,?,?,4,22,0,15,?,?
Cc1cccc(C(=O)N[C@H](C(=O)Nc2nccs2)C(C)C)c1,101,0.6,106,108,103,1,11,1,11,102,103
CCOc1ccc(Cc2nn[nH]n2)cc1,100,0.3,106,102,104,·,17,1,11,105,104
CCN(CC)c1ccc(NC(=O)C2CC(=O)N(Cc3ccccc3)C2)cc1 (stereo not drawn),95,-0.6,96,101,94,8,14,-2,10,95,96
Cc1ccccc1OCCN1C(=O)NC2(CCc3ccccc32)C1=O (stereo not drawn),101,1.2,105,105,99,-20,24,5,16,103,103
CC(=O)c1c(C)[nH]c(C(=O)OCc2ccc(F)cc2Cl)c1C,?,1.5,?,?,?,8,11,10,11,?,?
COc1cc2c(cc1OC)C(C(=O)Nc1ccc3c(c1)OCCO3)C1c3ccccc3CCN1C2=O (stereo not drawn),94,2.4,93,97,99,·,24,7,47,94,96
O=C(CSc1nccn1-c1ccc(F)cc1)Nc1ccc2c(c1)OCO2,98,0.3,102,100,100,-31,11,6,12,100,102
CC(C)(CO)Nc1nc(Nc2ccccc2)nc(Nc2ccccc2)n1,102,0.3,102,103,96,·,24,2,20,98,101
O=C(Nc1ccccc1N1CCOCC1)c1cccnc1Cl,96,0.8,97,100,91,15,16,1,6,94,97
O=C(Oc1ccc2c(c1)OCO2)c1ccncc1,100,0.3,101,105,100,5,39,14,12,101,101
CN(C)c1ccc([C@@H]2[C@@H]([N+](=O)[O-])[C@H]3C=Cc4ccccc4N3[C@H]2C(=O)c2ccc(Cl)cc2)cc1,90,0.1,99,98,?,-5,17,1,·,94,96

Some of these compounds in order of molar mass, rising.
compound,Rac1 mut GTP,ABCB1 inh,Cdc42 wt,Rac1 wt GTP bind,Rab7 wt modul,Pf gametocyte,GSH fluor,ABCG2 inh,Avidin fluor,Rab2A wt mod,HRas wt GTP
CC(=O)OCC#CCSc1nc2ccccc2n1C,?,0.3,?,?,?,4,22,0,15,?,?
Fc1ccc(C2CC(c3ccccc3)Nc3ncnn32)cc1 (stereo not drawn),98,0.1,99,104,102,·,23,1,9,96,96
Cc1cccc(C(=O)N[C@H](C(=O)Nc2nccs2)C(C)C)c1,101,0.6,106,108,103,1,11,1,11,102,103

The list goes on.
compound,Rac1 mut GTP,ABCB1 inh,Cdc42 wt,Rac1 wt GTP bind,Rab7 wt modul,Pf gametocyte,GSH fluor,ABCG2 inh,Avidin fluor,Rab2A wt mod,HRas wt GTP
O=C(Oc1ccc2c(c1)CCC2)N1CCOCC1,96,-2.7,97,95,92,·,24,-2,14,95,95
NS(=O)(=O)c1ccc(CCNC(=O)c2cc(-c3ccccn3)nc3ccc(Br)cc23)cc1,93,0.0,91,95,101,16,10,0,2,98,94
CC(=O)NC(CCS(C)(=O)=O)C(=O)Nc1c(C)cccc1C (stereo not drawn),104,0.2,109,111,100,·,25,1,8,106,104
O=C(CN1CC(=O)Oc2ccccc21)OCC(=O)c1cccc(Br)c1,?,0.1,?,?,?,·,12,1,10,?,?
Cc1ccc(-c2[nH]c3ccccc3c2C(C[N+](=O)[O-])c2ccco2)cc1 (stereo not drawn),98,0.2,99,101,96,·,17,2,4,99,100
O=C(CSCc1ccccc1)N/N=C/c1cc2c(cc1Br)OCO2,99,0.2,100,100,96,16,10,6,16,97,98
Cc1ccc(C)c(NC(=O)CCN2CC(C)OC(C)C2)c1 (stereo not drawn),100,0.4,102,103,101,·,31,4,11,103,101
OCCCCNCc1ccc(OCc2ccc(Cl)cc2Cl)cc1,96,0.0,99,101,98,9,53,0,10,97,98
O=C(CC1Oc2ccccc2NC1=O)NCCCN1CCCC1=O (stereo not drawn),96,-0.2,98,103,102,·,23,-1,6,100,97
CC(=O)c1c(C)[nH]c(C(=O)NCCc2ccc(Cl)cc2)c1C,95,0.4,97,99,105,3,11,2,14,101,99
Cc1nn2c(-c3ccncc3)ccnc2c1Cl,95,0.2,98,99,91,11,11,2,21,96,93
CCCn1nnnc1NC(=O)c1ccc(C)cc1Cl,100,0.3,100,102,101,·,53,4,24,101,99
Cc1ccccc1NC1=C(Cl)C(=O)OC1OC(C)C (stereo not drawn),98,-0.1,98,100,93,·,4,0,7,95,95
OCCn1c(SC2CCCCC2)nc2ccccc21,99,0.0,101,100,96,-24,13,0,38,97,98
CC12CCC(C(=O)Nc3cccnc3)(CC1=O)C2(C)C (stereo not drawn),91,0.2,96,91,92,·,43,0,11,93,95
CN(C)/C=C(/C(=O)c1ccc(Cl)cc1)S(=O)(=O)c1ccccc1,97,0.0,100,103,104,14,21,-4,27,99,100
CC[n+]1c(-c2ccc(C)cc2)csc1Nc1c(C)n(C)n(-c2ccccc2)c1=O,96,1.8,100,99,97,13,9,16,24,97,98
COc1ccc(NC(=O)CCCc2c[nH]c3ccccc23)cc1OC,96,0.7,99,101,97,8,11,23,5,99,96
O=C1NCCN1Cc1ccccc1F,97,0.0,102,105,97,-14,18,-1,23,97,98

3 entries from above, with each value named:
Cc1ccc(-c2[nH]c3ccccc3c2C(C[N+](=O)[O-])c2ccco2)cc1 (stereo not drawn)
  Rac1 mut GTP: 98 | ABCB1 inh: 0.2 | Cdc42 wt: 99 | Rac1 wt GTP bind: 101 | Rab7 wt modul: 96 | Pf gametocyte: · | GSH fluor: 17 | ABCG2 inh: 2 | Avidin fluor: 4 | Rab2A wt mod: 99 | HRas wt GTP: 100

O=C(CSCc1ccccc1)N/N=C/c1cc2c(cc1Br)OCO2
  Rac1 mut GTP: 99 | ABCB1 inh: 0.2 | Cdc42 wt: 100 | Rac1 wt GTP bind: 100 | Rab7 wt modul: 96 | Pf gametocyte: 16 | GSH fluor: 10 | ABCG2 inh: 6 | Avidin fluor: 16 | Rab2A wt mod: 97 | HRas wt GTP: 98

Cc1ccc(C)c(NC(=O)CCN2CC(C)OC(C)C2)c1 (stereo not drawn)
  Rac1 mut GTP: 100 | ABCB1 inh: 0.4 | Cdc42 wt: 102 | Rac1 wt GTP bind: 103 | Rab7 wt modul: 101 | Pf gametocyte: · | GSH fluor: 31 | ABCG2 inh: 4 | Avidin fluor: 11 | Rab2A wt mod: 103 | HRas wt GTP: 101
